# Source: PubChem (several laboratories)
# HIF activator – HIF pathway transcriptional activation | U2OS HRE-luciferase reporter, luminescence; normalized: DMSO 0%, desferrioxamine 100% | activation, % at 7.5 µM (by protocol) | 0.32% of 300,000 active | AID 1910;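 active = mean activation of at least 10% of the iron chelator positive control signal, with at least half of replicates also reaching 10%; inconclusive = mean and replicate majority disagree about reaching 10%; inactive = mean and most replicates under 10%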
# AI-2 QS modul – modulates the Vibrio harveyi AI-2 quorum sensing system | activity change, % at 7.5 µM | 0.4% of 300,000 active | Vibrio harveyi JMH597 AI-2 luminescence/OD600 ratio, 9 h; stronger effect = lower value; strain lacks LuxN and CqsS sensors; 0 = neutral-control median; in the data active = activity change below about -75%, passing the limit was not always enough; inconclusive = no clear call, values can overlap the other calls;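 also: luminescence divided by OD600 gain over 9 h not by final OD600 alone; inactives centre near 13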
# HSF1 inh – HSF1 inhibition | NIH3T3-HGL HSE-luciferase, MG132-induced, luminescence 8 h; stronger effect = lower value | activity change, negative = inhibition, % at 7.5 µM (by protocol) | 0.77% of 300,000 active;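 active = more than half of replicate wells show activity change below -50%, luminescence cut by over half; inconclusive = some wells, but at most half, below -50%; inactive = no replicate well below -50%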;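 also: luciferase reports HSF-1 transcriptional activity via heat shock element; 0% = median of DMSO wells and -100% = zero luminescence signal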
# GSK3A inh – human GSK-3 alpha kinase inhibition | P49840 | ADP-Glo luminescence, 60 min | inhibition, % at 10 µM | 0.1% of 320,000 active;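 in the data active = inhibition above about 50%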;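 also: GST-tagged GSK-3 alpha with peptide substrate and 25 µM ATP; 0% = DMSO neutral wells and 100% = GW8510 positive control wells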
# Target sequence (P49840 whole entry, looked up): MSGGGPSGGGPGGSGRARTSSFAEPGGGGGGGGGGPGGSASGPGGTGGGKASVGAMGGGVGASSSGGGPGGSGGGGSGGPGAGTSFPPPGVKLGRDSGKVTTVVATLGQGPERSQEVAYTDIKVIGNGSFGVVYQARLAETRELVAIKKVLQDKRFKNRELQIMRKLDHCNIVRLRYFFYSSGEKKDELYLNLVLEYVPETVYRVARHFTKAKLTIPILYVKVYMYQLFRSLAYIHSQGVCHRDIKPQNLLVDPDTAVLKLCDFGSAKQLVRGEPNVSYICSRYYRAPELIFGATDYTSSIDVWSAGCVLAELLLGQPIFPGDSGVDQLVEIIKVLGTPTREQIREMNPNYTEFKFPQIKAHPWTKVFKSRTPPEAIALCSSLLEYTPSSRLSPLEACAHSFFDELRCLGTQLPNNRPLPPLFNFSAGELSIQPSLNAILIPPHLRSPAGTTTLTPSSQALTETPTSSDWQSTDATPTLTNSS
# KLF5 inh – suppresses KLF5 promoter-driven expression. 0.23% of 290,000 active. AID 1700. inhibition, % at 5 µM. DLD-1 KLF5 promoter-luciferase reporter, luminescence;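 active = inhibition above a per-plate limit of that plate's mean compound inhibition plus 3 SD, cut at about 60% in these data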;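 also: 0% = DMSO wells and 100% = LY294002 at 200 µM; higher means less KLF5 promoter-driven luciferase light; inactives centre near -14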
# GSK3B inh – blocks human GSK3beta kinase activity | GST-GSK3beta kinase, ADP-Glo luminescence, 60 min; stronger effect = lower value | activity score (negative = inhibition), % at 10 µM | 0.038% of 300,000 active | AID 2097;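 active = more than half of replicate wells score below -50%, meaning over 50% inhibition versus plate controls; inconclusive = some replicates but at most half score below -50%; inactive = no replicate scores below -50%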;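 also: 0% = median DMSO wells and -100% = median GW8510 positive control wells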
# Target sequence (P49841 whole entry, looked up): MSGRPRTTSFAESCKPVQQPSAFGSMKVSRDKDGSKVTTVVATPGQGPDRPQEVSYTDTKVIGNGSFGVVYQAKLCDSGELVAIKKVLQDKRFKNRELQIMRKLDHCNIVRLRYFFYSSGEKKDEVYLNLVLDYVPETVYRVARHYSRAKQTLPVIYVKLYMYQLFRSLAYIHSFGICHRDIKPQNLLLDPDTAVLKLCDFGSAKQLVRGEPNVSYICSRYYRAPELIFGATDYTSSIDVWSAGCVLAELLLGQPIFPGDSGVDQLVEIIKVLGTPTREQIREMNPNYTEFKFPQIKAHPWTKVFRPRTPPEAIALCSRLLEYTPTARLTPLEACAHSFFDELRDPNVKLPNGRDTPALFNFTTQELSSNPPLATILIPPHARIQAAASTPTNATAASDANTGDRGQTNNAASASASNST
#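 Test system: GST-fused GSK3beta enzyme, cell-free | Quantity: 1.6 ng GST-GSK3beta enzyme per well | Reagent: 25 µM ATP with peptide substrate | Schedule: 60 min enzyme reaction, room temperature | Signal: Luminescent ADP-Glo measurement of ADP formed | Read-out basis: Score relative to plate controls | Control set: DMSO and 20 µM GW8510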
# IEC-6 tox – IEC-6 cytotoxicity, counter-screen for KLF5 inhibitors; luminescence viability; inhibition, % at 5 µM; 0.78% of 290,000 active; AID 1825; in the data active = inhibition above about 22%;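 also: 0% = plate median of test compound wells and 100% = cytotoxic reference compound wells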
# HSP90 refold inh – HSP90 refolding inhibition in rabbit reticulocyte lysate; luciferase refolding luminescence, 3 h; inhibition, % at 5.6 µM; 0.91% of 290,000 active;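 active = inhibition above the screen-wide mean plus 3 SD, computed separately per campaign, cut at about 16% in these data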;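 also: 0% = DMSO wells and 100% = 60 µM geldanamycin wells; inhibitors lower the luminescence because luciferase stays unfolded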
# aSyn 5UTR inh – MLPCN primary screen, SNCA 5' untranslated region | alpha-synuclein 5'UTR reporter, inhibitor activity | inhibition, % (tested at 7.5 µM) | 0.82% of 300,000 active | AID 1813; in the data active = inhibition above about 60%; inconclusive = no clear call, values can overlap the other calls;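 also: H4 neuroglioblastoma cells stably carrying SNCA 5'UTR luciferase fusion; 0% = DMSO wells and 100% = positive control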
# HSF-1 act – increases HSF-1 driven luciferase reporter signal. NIH3T3-HGL HSF-1 luciferase reporter, MG132, 8 h; 100% = twice DMSO control signal. AID 504408. activation, % at 9 µM. 1.7% of 300,000 active;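 active = mean replicate activation of at least 50% with a set share of replicates each reaching 50%; inconclusive = only one of those two conditions met; inactive = mean below 50% and too few replicates reaching it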;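 also: 0% = median of the neutral control wells and 100% = twice that signal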
# * = called active by the depositor; ? = inconclusive; . = no result given. This is a random part of the collection. Share with any hit: about 4.7%.
Structure	HIF activator	AI-2 QS modul	HSF1 inh	GSK3A inh	KLF5 inh	GSK3B inh	IEC-6 tox	HSP90 refold inh	aSyn 5UTR inh	HSF-1 act
O=C(COC(=O)c1ccc(Br)cc1)Nc1ccccc1Br	0.4	23	8	-1	-23	2	4	1	-11	-6
CCN1CCN(C(=O)C2CCCN(S(=O)(=O)c3ccc(OC)c(OC)c3)C2)CC1 (stereo not drawn)	0.0	18	-1	-1	-19	2	-8	0	-7	-4
N=C1C(c2nc3ccccc3s2)=C(O)CN1CCCO	0.1	8	4	-1	-20	-9	1	-4	-15	-3
CC1CCC(NC(=O)N(CCCl)N=O)CC1 (stereo not drawn)	1.1	16	7	-1	.	-1	.	.	-138	12
COc1cc(/C=C2/C(=O)N(c3ccccc3)N=C2C)ccc1OS(=O)(=O)c1ccccc1	0.3	13	7	-2	-13	-3	13	9	-7	11
COc1ccc(-n2nc(C(=O)NCC(=O)N3CCCCCC3)c3ccccc3c2=O)cc1Cl	0.8	5	-4	0	-13	0	2	-1	-51	-4
Cc1cccc(N2CCN(S(=O)(=O)c3cccc4nonc34)CC2)c1C	-0.6	29	-3	-2	-18	4	2	-2	-1	3
CCn1cc(S(=O)(=O)N2CCCC2)cn1	0.1	19	-1	-4	0	2	-6	-2	-10	23
O=C(NCCOC(=O)c1ccc(F)cc1)c1ccc(F)cc1	1.1	-8	2	0	-31	1	-8	2	11	1
Cc1ccc(N2C(=O)N(CC(=O)Nc3ccc(C)cc3Cl)C(=O)C2C)cc1 (stereo not drawn)	0.7	1	-11	-1	.	-1	.	.	13	1
COc1c(F)c(F)c(C(=O)Nc2ccc(NC(=O)Cc3ccccc3)cc2)c(F)c1F	-1.9	23	2	.	5	-5	4	0	-18	7
Cc1cccc(NC(=O)c2ccco2)c1C(=O)O	-0.3	14	-5	-1	12	-1	1	-4	8	0
CCCCc1nc2c(C)c(N)cnc2n1Cc1cccc([N+](=O)[O-])c1	1.8	-7	-3	0	28	-1	1	6	17	8
CCOC(=O)CSC1=NC(=O)/C(=C/c2ccc(Br)cc2)S1	2.7	40	1	-3	-72	6	-1	-7	-62	33
CC(=O)c1ccc(NCC(=O)N2CCN(c3ccccc3)CC2)cc1	.	.	.	2	-18	.	-3	6	.	.
CCN1C2=C(C(=O)CCC2)C(c2ccc(O)cc2)C2=C1CCCC2=O	0.1	11	-8	-1	-13	2	0	1	-20	6
N#Cc1cc2c([nH]c1=O)CCCC2	-0.3	7	-2	-3	-12	-1	-7	-3	5	4
Cc1cc(C(C)(C)C)cc(C)c1COC(=O)C1CCC(=O)N1 (stereo not drawn)	-0.2	10	-1	-3	-34	1	-6	-1	6	-22
O=C(CSc1nc2cc(S(=O)(=O)N3CCOCC3)ccc2o1)Nc1c(F)cccc1F	0.7	13	3	1	-11	1	-6	0	7	-1
CC(/C=N/NC(=O)CN1CCN(Cc2ccc(Cl)cc2)CC1)=C\c1ccco1	0.0	12	3	1	-2	-1	-13	0	-87	-9
Cc1cc(/C=C(\C#N)C(=O)NCc2ccco2)c(C)n1-c1cccnc1	2.9	28	9	-3	-91	4	-3	-4	-100	31
Cn1c(-c2ccccc2)cnc1NCc1cc(Cl)ccc1O	-21	-6	-5	0	-61	0	0	2	-66	12
COc1ccc(Br)cc1/C=N/n1c(C)nc2ccccc2c1=O	0.1	7	5	.	6	4	0	1	2	44
CCOc1ccc(NS(=O)(=O)c2cnc(Cl)c(Cl)c2)cc1	-0.1	12	21	4	2	1	10	2	-10	38
Cc1ccsc1C(=O)OCC(=O)Nc1sccc1C(N)=O	2.9	29	9	1	-46	-2	-3	-3	-130	37
COc1ccc(O)c(CNn2c(-c3ccc(Br)cc3)nc3ccccc3c2=O)c1	-0.2	31	3	-3	-21	1	15	3	-9	-2
Cc1ccc(OCC(=O)NNC(=O)c2ccc(NC(=O)C3CC3)cc2)c(C)c1	0.2	6	-4	2	-3	1	0	-1	8	1
CCCOC(=O)Cn1cnc2scc(-c3ccc(OC)cc3)c2c1=O	-0.1	35	-6	0	-18	2	-5	4	7	-20
Fc1ccc(NC(=S)N2CCCc3ccccc32)cc1	1.7	3	22	2	-2	-1	2	0	-11	23
CN1C(=O)CC(N2CCN(CC(N)=O)CC2)C1=O (stereo not drawn)	-0.4	23	3	-1	-32	-17	-3	-1	12	-1
Cc1ccc2nc(NC(=O)COC(=O)c3ccccn3)sc2c1	2.7	?	5	0	-93	2	-2	6	-109	9
O=C(Nc1c(Cl)cc(Cl)cc1C(=O)NCC1CCCO1)c1ccco1 (stereo not drawn)	-0.7	5	10	-4	-35	2	10	-1	2	22
CNC(=S)NNC(=O)Cc1ccccc1	0.0	4	-1	-4	-48	2	-3	-4	-1	12
C#CCNC(=O)C1=C[C@H](c2csc3ccccc23)C[C@H](OCc2ccc(CO)cc2)O1	0.7	28	-4	1	-3	2	-4	5	1	-7
CCn1cc(C(=O)NCCCOC)c(=O)c2cc(S(=O)(=O)N(C)C3CCCCC3)ccc21	0.1	23	5	-4	7	0	1	0	-15	8
COc1ccc2c(c1)C(NC(=O)C(F)(F)F)CC2=O (stereo not drawn)	-0.1	19	-8	1	-15	0	3	-3	-14	20
Cc1ccc(NC(=O)CCN2C(=O)C3C4CCC(C4)C3C2=O)cc1Cl (stereo not drawn)	-0.5	0	1	-2	-15	-1	-1	-1	-25	19
COc1ccc(NC(=O)/C=C/C(=O)O)c([N+](=O)[O-])c1	0.2	12	-4	3	-1	-4	-1	0	-3	-4
CC(=O)N1CCC(N(CCN2CCOCC2)C(=S)Nc2ccc(C)cc2C)CC1	-3.6	-8	7	-3	-12	3	4	3	8	19
CS(=O)(=O)c1ccc2nc(NC(=O)c3cc([N+](=O)[O-])cc([N+](=O)[O-])c3)sc2c1	-0.3	27	4	0	-9	-3	-3	3	-8	8
CCOc1ccc(OCC)c(NC(=O)C2CCCN(c3ncccn3)C2)c1 (stereo not drawn)	0.0	15	6	0	-14	1	0	-2	10	4
C=CCNC(=O)c1c(CSc2ccc(F)cc2)noc1C(=O)NCCC	-0.7	26	24	-1	.	-1	.	.	25	1
CSc1nc(N)c(C#N)c(-c2ccccc2Cl)c1C#N	-0.5	4	-3	-1	-8	-14	0	0	18	-11
O=c1n(Cc2ccccc2Cl)nc2n1-c1ccccc1SC2	2.0	14	8	-1	-83	-2	2	-3	-87	41
Cc1cc(=O)oc2cc(NC(=O)c3cccc(S(C)(=O)=O)c3)ccc12	2.3	15	11	-1	-84	-6	1	-3	-97	21
COCCNC(=S)Nc1ccc(Cl)c(Cl)c1	0.0	8	5	.	-35	-5	-4	-1	-49	6
COc1ccccc1CNC(=O)c1cc(S(=O)(=O)N2CCCC2)cn1C	-0.1	15	3	1	2	0	9	-3	3	-5
COc1cc(C(=O)N/C(=C\c2cn(C)c3ccccc23)C(=O)NCCCn2ccnc2)cc(OC)c1OC	-0.7	-2	0	-1	-7	0	4	-2	-9	12
CCN1CCN(Cc2ccc(NC(=O)c3cc(NC(=O)c4cnn(-c5ccccc5)c4N)cc(OC)c3)cc2C(F)(F)F)CC1	1.5	20	-18	1	.	-6	.	.	42	-30
O=C(CN(c1ccccc1)S(=O)(=O)c1ccccc1[N+](=O)[O-])Nc1cccnc1	-0.3	31	-4	-2	2	1	-5	2	-18	8

# Compound profiles, from the list above. Order of screens: HIF activator | AI-2 QS modul | HSF1 inh | GSK3A inh | KLF5 inh | GSK3B inh | IEC-6 tox | HSP90 refold inh | aSyn 5UTR inh | HSF-1 act
# Results for CCOc1ccc(OCC)c(NC(=O)C2CCCN(c3ncccn3)C2)c1 (stereo not drawn) : 0.0 | 15 | 6 | 0 | -14 | 1 | 0 | -2 | 10 | 4
# Results for Cc1cc(=O)oc2cc(NC(=O)c3cccc(S(C)(=O)=O)c3)ccc12 : 2.3 | 15 | 11 | -1 | -84 | -6 | 1 | -3 | -97 | 21
# Results for O=C(NCCOC(=O)c1ccc(F)cc1)c1ccc(F)cc1 : 1.1 | -8 | 2 | 0 | -31 | 1 | -8 | 2 | 11 | 1
# Results for Cc1ccc(N2C(=O)N(CC(=O)Nc3ccc(C)cc3Cl)C(=O)C2C)cc1 (stereo not drawn) : 0.7 | 1 | -11 | -1 | . | -1 | . | . | 13 | 1
# Results for C=CCNC(=O)c1c(CSc2ccc(F)cc2)noc1C(=O)NCCC : -0.7 | 26 | 24 | -1 | . | -1 | . | . | 25 | 1

# (cont.)
Structure	HIF activator	AI-2 QS modul	HSF1 inh	GSK3A inh	KLF5 inh	GSK3B inh	IEC-6 tox	HSP90 refold inh	aSyn 5UTR inh	HSF-1 act
O=S(=O)(c1ccc(F)cc1)N1CCN(S(=O)(=O)c2cccs2)CC1	-0.4	7	-2	-1	-45	-3	-1	-1	-18	1
CSc1ccccc1C(=O)NC1CCCN(c2ccc(C(F)(F)F)cn2)C1 (stereo not drawn)	-0.4	7	19	0	-15	-1	-4	-4	23	12
O=C(CNC(=O)c1ccc(Cl)cc1Cl)OCc1ccccc1	-0.5	-38	0	-1	.	5	.	.	7	17
O=C(Nc1nccs1)C1CC2CCC1C2 (stereo not drawn)	0.3	-2	-14	4	-3	-11	0	1	4	-32
COc1cc(C=Nc2ccccc2C(=O)Nc2ccccc2)cc(OC)c1OC	-0.2	10	5	0	-34	1	2	-3	5	6
COc1ccc(OCC(=O)Nc2nc3c(s2)CCCC3)cc1	0.8	4	3	.	-2	-1	-2	6	-30	25
CCc1cccc(NC(=O)CN(C)S(=O)(=O)c2cccc3nsnc23)c1	-0.4	54	4	3	-21	0	3	3	17	3
COc1cccc(CNC2CCCC2)c1	0.1	4	-4	0	2	-2	0	-1	5	-7

# In the list so far, these have a CF3 group.
Structure	HIF activator	AI-2 QS modul	HSF1 inh	GSK3A inh	KLF5 inh	GSK3B inh	IEC-6 tox	HSP90 refold inh	aSyn 5UTR inh	HSF-1 act
COc1ccc2c(c1)C(NC(=O)C(F)(F)F)CC2=O (stereo not drawn)	-0.1	19	-8	1	-15	0	3	-3	-14	20
CCN1CCN(Cc2ccc(NC(=O)c3cc(NC(=O)c4cnn(-c5ccccc5)c4N)cc(OC)c3)cc2C(F)(F)F)CC1	1.5	20	-18	1	.	-6	.	.	42	-30
CSc1ccccc1C(=O)NC1CCCN(c2ccc(C(F)(F)F)cn2)C1 (stereo not drawn)	-0.4	7	19	0	-15	-1	-4	-4	23	12
